Screens: PubChem, Broad Institute
BioA inh – M. tuberculosis BioA enzyme inhibitors, primary screen, biochemical, plate reader, single point, HTS; AID 602481, 2012; purified M. tuberculosis BioA enzyme; inhibition, % at 9.99 µM; 7,8-diaminopelargonic acid synthase BioA (Mycobacterium tuberculosis); hit rate 0.096% among 360,000; in the data active means inhibition above about 40%
Numbers without * were called inactive. Only part of the results is shown; rates above refer to the full screens.

> COc1cccc(S(=O)(=O)N[C@@H]2CC[C@@H](CCn3cc(-c4ccccc4OC)nn3)O[C@H]2CO)c1
  BioA inh: 3.1
> COc1cccc(C(=O)Nc2ccc3c(c2)C(=O)N(C)C[C@H](OC)[C@H](C)CN(C)[C@H](C)CO3)c1
  BioA inh: -2.3
> Cc1noc(C)c1NC(=O)N(C)C[C@@H]1Oc2ccc(NC(=O)NC(C)C)cc2CC(=O)N([C@@H](C)CO)C[C@H]1C
  BioA inh: 0.6
> CCC(=O)N1C[C@@H](C)[C@H](OC)CN(C)C(=O)c2cc(NC(=O)Nc3ccccc3)ccc2OC[C@@H]1C
  BioA inh: 1.6
> Cc1ccc(S(=O)(=O)Nc2ccc3c(c2)CC(=O)N([C@@H](C)CO)C[C@@H](C)[C@H](CN(C)S(=O)(=O)c2ccc(F)cc2)O3)cc1
  BioA inh: 1.0
> C[C@@H]1CN([C@H](C)CO)C(=O)c2cc(C#CCN(C)C)cnc2O[C@@H]1CN(C)Cc1ccc(-c2ccccc2)cc1
  BioA inh: 0.4
> CCCc1cn(CC[C@@H]2CC[C@H](NC(=O)CCN3CCCCC3)[C@H](CO)O2)nn1
  BioA inh: -0.2
> Cc1ccc(S(=O)(=O)N(C)C[C@H]2OCCCC[C@H](C)Oc3ccc(NC(=O)Nc4ccccc4)cc3C(=O)N([C@@H](C)CO)C[C@@H]2C)cc1
  BioA inh: -4.0
> COCC#Cc1cnc2c(c1)C(=O)N([C@@H](C)CO)C[C@H](C)[C@@H](CN(C)Cc1ccc(F)cc1)O2
  BioA inh: 4.0
> O=C(C[C@H]1CC[C@@H]2NC[C@H](O)COC[C@H]2O1)NCCN1CCCCC1
  BioA inh: -3.0

> C[C@H]1CN([C@@H](C)CO)C(=O)c2cc(NC(=O)c3ccncc3)ccc2O[C@@H]1CN(C)C(=O)Nc1ccc2c(c1)OCO2
  BioA inh: 9.2
> Cc1ccccc1S(=O)(=O)N1C[C@@H](O)COC[C@@H]2O[C@@H](CC(=O)N3CCCCC3)CC[C@H]21
  BioA inh: -1.3
> COc1ccc(CN(C)C[C@@H]2OCc3cn(nn3)CCCC(=O)N([C@@H](C)CO)C[C@H]2C)cc1
  BioA inh: -0.6
> CO[C@H]1CN(C)C(=O)c2cc(NC(=O)Nc3cc(F)ccc3F)ccc2OC[C@@H](C)N(C(=O)c2ccccn2)C[C@H]1C
  BioA inh: 0.7
> C[C@H](CO)N1C[C@H](C)[C@@H](CN(C)Cc2ccncc2)Oc2ncc(C#CC3CC3)cc2C1=O
  BioA inh: -0.6
> C[C@H](CO)N1C[C@H](C)[C@H](CN(C)C(=O)Nc2ccc(C(F)(F)F)cc2)Oc2ccc(NC(=O)c3ccncc3)cc2CC1=O
  BioA inh: 0.3
> CS(=O)(=O)N1[C@H](CO)[C@@H](c2ccc(C#Cc3cccc(F)c3)cc2)[C@@H]1C#N
  BioA inh: 0.8
> C[C@H](CO)N1C[C@H](C)[C@@H](CN(C)C(=O)Nc2ccc(F)cc2)OCCCC[C@H](C)Oc2ccc(NS(=O)(=O)c3cn(C)cn3)cc2C1=O
  BioA inh: -0.5
> CO[C@H]1CN(C)C(=O)c2cc(NC(C)=O)ccc2OC[C@@H](C)N(Cc2cncnc2)C[C@@H]1C
  BioA inh: -2.6
> CC(=O)N(C)C[C@H]1Oc2ncc(C#CCc3ccccc3)cc2C(=O)N([C@@H](C)CO)C[C@@H]1C
  BioA inh: -1.7

> C[C@@H]1CN([C@H](C)CO)C(=O)c2cc(C#Cc3ccccc3)cnc2O[C@@H]1CN(C)C(=O)C1CC1
  BioA inh: 0.0
> C[C@H]1CN([C@@H](C)CO)C(=O)c2cc(C#CCN(C)C)cnc2O[C@H]1CN(C)Cc1ccccc1F
  BioA inh: -0.7
> CCCNC(=O)N(C)C[C@@H]1Oc2cc(C#CCC(C)C)ccc2S(=O)(=O)N([C@@H](C)CO)C[C@H]1C
  BioA inh: 0.2
> CO[C@@H]1CN(C)C(=O)c2cc(NC(=O)C3CCC3)ccc2OC[C@@H](C)N(CC2CCCCC2)C[C@H]1C
  BioA inh: -1.3
> C[C@H]1CCCCO[C@H](CN(C)S(=O)(=O)c2cccs2)[C@@H](C)CN([C@@H](C)CO)C(=O)c2cc(NS(=O)(=O)c3ccccc3)ccc2O1
  BioA inh: -2.7
> C[C@H](CO)N1C[C@H](C)[C@@H](CN(C)Cc2ccc(C(F)(F)F)cc2)OCCCC[C@H](C)Oc2ccc(NC(=O)CCCN(C)C)cc2C1=O
  BioA inh: -2.8
> COCC(=O)N(C)C[C@@H]1Oc2ncc(-c3ccccc3OC)cc2C(=O)N([C@H](C)CO)C[C@@H]1C
  BioA inh: 0.8
> COc1ccc(CNC(=O)C[C@H]2C[C@@H]3c4cc(NC(=O)CN(C)C)ccc4O[C@@H]3[C@@H](CO)O2)cc1
  BioA inh: 0.1
> CCCNC(=O)[C@@H]1[C@@H](CO)[C@@H]2Cn3c(ccc(/C=C/c4ccccc4)c3=O)[C@@H]2N1CCC
  BioA inh: 15.8
> COCC#Cc1cnc2c(c1)C(=O)N([C@H](C)CO)C[C@H](C)[C@@H](CN(C)C(=O)c1cccnc1)O2
  BioA inh: 0.7

> CO[C@H](CN(C)Cc1cc(F)ccc1F)[C@H](C)CN([C@H](C)CO)S(=O)(=O)c1ccc(Cl)cc1
  BioA inh: 1.7
> OC[C@H]1[C@H](c2ccc(C#Cc3ccccc3F)cc2)[C@@H]2CN(CC3CCOCC3)CCCCN12
  BioA inh: -1.2
> C[C@H](CO)N1C[C@H](C)[C@H](CN(C)Cc2ccc(C(F)(F)F)cc2)OCCCC[C@H](C)Oc2ccc(NC(=O)Nc3ccccc3)cc2C1=O
  BioA inh: -2.4
> COc1ccccc1S(=O)(=O)N[C@@H]1CC[C@@H](CC(=O)NCc2cccc(F)c2)O[C@H]1CO
  BioA inh: -1.4
> O=C(C[C@H]1CC[C@@H]2[C@H](COC[C@@H](O)CN2Cc2cccc(Cl)c2)O1)N1CCOCC1
  BioA inh: 0.3
> C[C@@H]1CCCCO[C@H](CN(C)C(=O)NC2CCCCC2)[C@@H](C)CN([C@H](C)CO)C(=O)c2cc(NS(=O)(=O)c3ccccc3)ccc2O1
  BioA inh: -1.4
> CNC[C@H]1OCCCC[C@H](C)Oc2ccc(NC(=O)c3ccccc3)cc2C(=O)N([C@H](C)CO)C[C@@H]1C
  BioA inh: 1.0
> C[C@H]1CN([C@@H](C)CO)S(=O)(=O)c2ccc(-c3ccc(C(=O)N(C)C)cc3)cc2O[C@@H]1CN(C)C
  BioA inh: 25.4
> NCCCCCCNC(=O)[C@@H]1C[C@@H]2C(=O)NCC(=O)N2[C@@H]1c1ccc(O)cc1
  BioA inh: 1.6
> CCCNC(=O)[C@H]1[C@H](CO)[C@H]2Cn3c(ccc(-c4ccccc4)c3=O)[C@@H]1N2C(=O)Nc1ccccc1
  BioA inh: -1.2

> COc1ccc(CNC(=O)C[C@H]2CC[C@@H](NC(=O)c3ccc4c(c3)OCO4)[C@H](CO)O2)cc1
  BioA inh: 0.1
> C[C@@H]1CCCCO[C@@H](CN(C)S(=O)(=O)c2ccc(Cl)cc2)[C@H](C)CN([C@H](C)CO)C(=O)c2cc(NC(=O)CCCN(C)C)ccc2O1
  BioA inh: -1.9
> C[C@@H]1CCCCO[C@H](CN(C)C)[C@H](C)CN([C@H](C)CO)C(=O)c2cc(NS(=O)(=O)c3cccs3)ccc2O1
  BioA inh: 1.3
> CO[C@@H]1CN(C)C(=O)c2ccc(NC(=O)C3CC3)cc2OC[C@@H](C)N(C(=O)C2CCOCC2)C[C@H]1C
  BioA inh: 1.3
> CCC(=O)N1[C@H](CO)[C@H](c2ccc(-c3cccnc3)cc2)[C@H]1CN(CC)C(C)=O
  BioA inh: 21.5
> C[C@@H]1CCCCO[C@@H](CN(C)Cc2ccccc2)[C@H](C)CN([C@H](C)CO)C(=O)c2cc(NC(=O)c3ccccc3)ccc2O1
  BioA inh: 0.8
> CCCC(=O)Nc1ccc2c(c1)OC[C@@H](C)N(Cc1ccc(-c3ccccn3)cc1)C[C@@H](C)[C@@H](OC)CN(C)C2=O
  BioA inh: -2.7
> CCC(=O)Nc1ccc2c(c1)C(=O)N(C)[C@H]1CC[C@@H](CC(=O)O)O[C@H]1CO2
  BioA inh: 0.4
> CC(C)C#Cc1ccc2c(c1)O[C@H](CN(C)CC1CCOCC1)[C@@H](C)CN([C@H](C)CO)S2(=O)=O
  BioA inh: 2.5
> COCC(=O)Nc1ccc2c(c1)[C@@H]1C[C@H](CC(=O)N(C)C)O[C@@H](CO)[C@@H]1O2
  BioA inh: -1.2

Fetched one by one from the entries so far (five):
> CC(C)C#Cc1ccc2c(c1)O[C@H](CN(C)CC1CCOCC1)[C@@H](C)CN([C@H](C)CO)S2(=O)=O
  BioA inh: 2.5
> C[C@@H]1CCCCO[C@@H](CN(C)Cc2ccccc2)[C@H](C)CN([C@H](C)CO)C(=O)c2cc(NC(=O)c3ccccc3)ccc2O1
  BioA inh: 0.8
> CCC(=O)N1[C@H](CO)[C@H](c2ccc(-c3cccnc3)cc2)[C@H]1CN(CC)C(C)=O
  BioA inh: 21.5
> C[C@@H]1CCCCO[C@@H](CN(C)S(=O)(=O)c2ccc(Cl)cc2)[C@H](C)CN([C@H](C)CO)C(=O)c2cc(NC(=O)CCCN(C)C)ccc2O1
  BioA inh: -1.9
> CCC(=O)Nc1ccc2c(c1)C(=O)N(C)[C@H]1CC[C@@H](CC(=O)O)O[C@H]1CO2
  BioA inh: 0.4

Later entries.
> C[C@H](CO)N1C[C@H](C)[C@H](CN(C)S(C)(=O)=O)Oc2c(NS(=O)(=O)c3ccc(Cl)cc3)cccc2C1=O
  BioA inh: -0.6
> C[C@H](CO)N1C[C@H](C)[C@@H](CN(C)Cc2cccnc2)Oc2ncc(-c3ccccc3)cc2C1=O
  BioA inh: 5.4
> O=C(C[C@H]1CC[C@H]2NC[C@H](O)COC[C@@H]2O1)N1CCc2ccccc2C1
  BioA inh: -2.7
> CCNC(=O)Nc1ccc2c(c1)C(=O)N(C)[C@@H]1CC[C@H](CC(=O)NCc3ccccc3F)O[C@@H]1CO2
  BioA inh: -0.4
> C[C@@H]1CN([C@H](C)CO)C(=O)c2cccc(NC(=O)c3ccc(-c4nccs4)cc3)c2O[C@@H]1CN(C)C(=O)Nc1ccc(F)cc1
  BioA inh: -4.7
> Cc1ccc(S(=O)(=O)Nc2ccc3c(c2)C(=O)N([C@@H](C)CO)C[C@@H](C)[C@H](CN(C)S(=O)(=O)c2ccc(C)cc2)OCCCC[C@H](C)O3)cc1
  BioA inh: -3.0
> COc1cccc(CN(C)C[C@@H]2OCc3cnnn3CCCC(=O)N([C@@H](C)CO)C[C@@H]2C)c1
  BioA inh: -2.1
> CO[C@H]1CN(C)C(=O)c2cc(NS(C)(=O)=O)ccc2OC[C@H](C)N(Cc2nccs2)C[C@H]1C
  BioA inh: -1.1
> CO[C@H]1CN(C)C(=O)c2ccc(NC(=O)C3CCCC3)cc2OC[C@@H](C)N(C(C)=O)C[C@H]1C
  BioA inh: -1.9
> O=C(C[C@@H]1CC[C@@H]2[C@H](COC[C@@H](O)CN2Cc2cc(F)ccc2F)O1)NCc1ccc(Cl)cc1
  BioA inh: 0.8

> O=C(C[C@H]1CC[C@H](NC(=O)c2ccc3c(c2)OCO3)[C@H](CO)O1)NCc1ccc(F)cc1
  BioA inh: -0.7
> CCCNC(=O)Nc1ccc2c(c1)C(=O)N(C)[C@H]1CC[C@H](CC(=O)NC)O[C@@H]1CO2
  BioA inh: 1.5
> N#C[C@@H]1[C@H](c2ccc(-c3cccc(F)c3)cc2)[C@H](CO)N1C(=O)NC1CCCC1
  BioA inh: 0.2
> O=C(NCC[C@@H]1CC[C@@H](NS(=O)(=O)c2ccc(F)cc2)[C@H](CO)O1)Nc1ccc(Cl)cc1
  BioA inh: -1.6
> Cc1noc(C)c1NC(=O)N(C)C[C@H]1OCCCC[C@@H](C)Oc2ccc(NS(=O)(=O)c3ccc(Cl)cc3)cc2C(=O)N([C@@H](C)CO)C[C@@H]1C
  BioA inh: -1.5
> C[C@@H]1CCCCO[C@H](CN(C)Cc2ccc(C(F)(F)F)cc2)[C@@H](C)CN([C@@H](C)CO)C(=O)c2cc(NC(=O)C3CCCCC3)ccc2O1
  BioA inh: -5.4
> C[C@@H]1CN([C@H](C)CO)S(=O)(=O)c2ccc(C#Cc3cccnc3)cc2O[C@@H]1CN(C)CC1CCOCC1
  BioA inh: 0.3
> CC(=O)N1[C@@H]2Cn3c(ccc(/C=C/c4ccccc4)c3=O)[C@H]1[C@@H](C(=O)N(C)C)[C@@H]2CO
  BioA inh: -1.8
> C/C=C/c1cnc2c(c1)C(=O)N([C@H](C)CO)C[C@@H](C)[C@@H](CN(C)Cc1cccc(C(=O)O)c1)O2
  BioA inh: 1.1
> C[C@H](CO)N1C[C@H](C)[C@@H](CN(C)C(=O)Nc2ccccc2)OCCCC[C@H](C)Oc2ccc(NS(C)(=O)=O)cc2C1=O
  BioA inh: -0.9

> C[C@@H]1CN([C@H](C)CO)C(=O)c2cc(C#Cc3ccncc3)cnc2O[C@H]1CN(C)CC1CCCC1
  BioA inh: -2.2
> COc1ccc(NC(=O)Nc2cccc3c2O[C@@H](CN(C)CC2CCCCC2)[C@H](C)CN([C@@H](C)CO)C3=O)cc1
  BioA inh: 0.2
> C[C@H](CO)N1C[C@H](C)[C@@H](CN(C)Cc2ccncc2)Oc2ccc(NC(=O)c3ccncc3)cc2C1=O
  BioA inh: 0.1
> Cc1ccc(S(=O)(=O)N2C[C@@H](O)COC[C@@H]3O[C@@H](CC(=O)NCc4ccc(Cl)c(Cl)c4)CC[C@H]32)cc1
  BioA inh: -0.2
> COc1ccc(CN(C)C[C@@H]2Oc3ccc(NC(=O)Cc4ccccc4)cc3CC(=O)N([C@@H](C)CO)C[C@@H]2C)cc1
  BioA inh: -2.8
> CO[C@@H]1CN(C)C(=O)c2ccc(NC(=O)c3ccccc3)cc2OC[C@H](C)N(C(=O)C2CC2)C[C@@H]1C
  BioA inh: 1.7
> C[C@H](CO)N1C[C@H](C)[C@H](CN(C)CC2CCCCC2)Oc2ccc(NS(=O)(=O)c3cccs3)cc2C1=O
  BioA inh: 0.0
> CN1C(=O)c2cc(NC(=O)c3cscn3)ccc2OC[C@@H]2O[C@H](CC(=O)NCC3CC3)CC[C@@H]21
  BioA inh: 1.0
> C[C@@H]1CN([C@@H](C)CO)C(=O)c2cc(-c3ccccc3)cnc2O[C@@H]1CN(C)C(=O)c1ccccn1
  BioA inh: 1.8
> CCC(=O)N1[C@@H]2c3cccc(=O)n3C[C@H]1[C@H](CO)[C@H]2C(=O)NC1CCCCC1
  BioA inh: -0.5
